# PABP1 MLLE inh – inhibitors of PABP1 MLLE–PAM2 peptide binding, primary screen, biochemical, fluorescence polarization, FITC-PAM2, GST-MLLE; 360,000 compounds, 0.36% hits; inhibition, % at 20 µM; in the data active = inhibition above about 35%, passing the limit was not always enough;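 also: plate controls were DMSO wells with GST-MLLE for no effect and wells lacking GST-MLLE protein for full effect; some results filed as inactive read as strong as hits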
# Target sequence (P11940 whole entry, looked up): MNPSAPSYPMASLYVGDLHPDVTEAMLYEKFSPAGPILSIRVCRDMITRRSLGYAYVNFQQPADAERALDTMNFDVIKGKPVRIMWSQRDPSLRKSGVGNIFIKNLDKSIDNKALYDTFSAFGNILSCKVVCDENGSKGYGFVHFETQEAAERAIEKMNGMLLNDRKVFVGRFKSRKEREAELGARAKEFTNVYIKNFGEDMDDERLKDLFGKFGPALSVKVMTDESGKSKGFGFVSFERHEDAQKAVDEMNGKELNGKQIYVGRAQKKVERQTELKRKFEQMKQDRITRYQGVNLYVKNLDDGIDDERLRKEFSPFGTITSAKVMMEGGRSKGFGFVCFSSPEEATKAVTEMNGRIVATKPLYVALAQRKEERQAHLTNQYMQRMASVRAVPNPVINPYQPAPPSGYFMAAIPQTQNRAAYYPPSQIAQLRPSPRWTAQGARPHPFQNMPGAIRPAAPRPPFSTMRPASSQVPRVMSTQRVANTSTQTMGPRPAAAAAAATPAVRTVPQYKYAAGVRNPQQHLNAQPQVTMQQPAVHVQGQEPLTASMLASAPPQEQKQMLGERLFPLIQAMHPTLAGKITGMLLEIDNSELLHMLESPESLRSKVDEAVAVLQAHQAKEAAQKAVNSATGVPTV
# Rin1 Abl inh – inhibitors of Rin1-Abl protein binding, primary screen, biochemical, TR-FRET | Tyrosine-protein kinase ABL1 (Homo sapiens) + Ras and Rab interactor 1 (Homo sapiens), … | 360,000 compounds, 0.4% hits | AID 588664, 2011 | inhibition, % at 7.35 µM; in the data active = inhibition above about 5%, passing the limit was not always enough
# Rpn11 block – Rpn11 (PSMD14) deubiquitinase inhibitors, primary screen, biochemical, fluorescence polarization, uHTS; 360,000 compounds, 0.59% hits; calls only at 20 µM; human 26S proteasome, Ub4-pepOG fluorescence polarization; 20S core pre-blocked with epoxomicin;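 active = inhibition at 20 µM, scaled to each plate's controls, above about 33%, limit read from the data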
# Target sequence (O00487 whole entry, looked up): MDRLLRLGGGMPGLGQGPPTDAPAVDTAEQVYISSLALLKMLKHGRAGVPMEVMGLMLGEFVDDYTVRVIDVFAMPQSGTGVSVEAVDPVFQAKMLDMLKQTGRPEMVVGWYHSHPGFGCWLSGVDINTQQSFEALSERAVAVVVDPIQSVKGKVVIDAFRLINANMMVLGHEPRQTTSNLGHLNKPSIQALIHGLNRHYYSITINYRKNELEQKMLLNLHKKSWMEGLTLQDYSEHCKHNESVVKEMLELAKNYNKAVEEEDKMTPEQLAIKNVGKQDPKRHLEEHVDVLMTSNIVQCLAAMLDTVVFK
# MT1-MMP act inh – blockers of MT1-MMP proenzyme processing, primary screen, HT1080 RFP-PRO-GFP cells, GFP/RFP fluorescence | 360,000 compounds, 0.061% hits | GFP/RFP ratio fluorescence, overnight; percent of plate control window, DMSO zero | Matrix metalloproteinase-14 (Homo sapiens), P50281 | GFP/RFP ratio change, % at 20 µM;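 active = GFP/RFP ratio change of at least 30% with cell ATP level not reduced by more than half and red fluorescence within 50% of control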; also: strong numbers were not always called active
#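 Assay system: RFP-PRO-GFP reporter HT1080 cells; read-out basis: GFP/RFP fluorescence ratio; benchmarks: DMSO wells and RFP-L50D-GFP cells; doses: 20 µM single dose, 1% DMSO; schedule: overnight cell settling, then overnight compound exposure, 37 °C, 5% CO2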
# NadD block – inhibitors of S. aureus NadD, primary screen, biochemical, colorimetric, uHTS. purified NadD enzyme, colorimetric absorbance read-out. Nicotinate-nucleotide adenylyltransferase NadD (Staphylococcus aureus N315). 360,000 compounds, 0.78% hits. inhibition, % at 20 µM; in the data active = inhibition above about 26%; also: some compounds past the cut are filed as inactive
# FAS TE block – FAS thioesterase domain inhibitors, primary screen, biochemical, fluorescence intensity, uHTS; recombinant FAS-TE, OMFH fluorogenic substrate, fluorescence endpoint; 360,000 compounds, 0.67% hits; inhibition, % at 15 µM; Fatty acid synthase (Homo sapiens), P49327; AID 602261, 2012;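 active = compounds whose normalised, plate-corrected inhibition of enzyme fluorescence in the single-dose primary screen is 50% or more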;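 also: 0% = DMSO with enzyme and 100% = substrate without enzyme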
# SKN-1 block – suppressors of acrylamide-induced Pgst-4::GFP reporter in worms, primary screen, SKN-1 inhibitor project, whole organism, uHTS, GFP/RFP fluorescence ratio, strain VP596; C. elegans VP596 Pgst-4::GFP/RFP ratio, 24 h; inhibition, % at 21.8 µM; 360,000 compounds, 0.49% hits;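 active = interference check ratio from 0.5 to 1.5 plus GFP to RFP signal ratio inhibition reaching or exceeding a fixed threshold, cut at about 30% in these data, passing the limit was not always enough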; also: some compounds called inactive have numbers as strong as hits
# CSN deneddyl inh – inhibitors of CSN-mediated cullin deneddylation, primary screen, biochemical, fluorescence polarization, uHTS; COP9 signalosome complex subunit 5 (Homo sapiens), Q92905; Purified CSN, SCF-Nedd8-OG deneddylation; inhibition, % at 12.5 µM; 360,000 compounds, 0.38% hits; AID 651999, 2013;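 active = pattern-corrected inhibition above about 35%, with an unprinted fluorescence ratio check between 0.5 and 1.5, limit read from the data, passing the limit was not always enough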;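 also: 0% = enzyme with substrate and 100% = substrate without enzyme; some results filed as inactive read as strong as hits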
#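 Detection – fluorescence polarization · System – HEK293T-derived human Csn5 enzyme · Controls – substrate-only high control, full reaction low control · Timing – 90 min, room temperature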
# Neddyl block – inhibitors of cullin neddylation, primary screen, biochemical, TR-FRET, uHTS, NAE and Ubc12; NEDD8-conjugating enzyme Ubc12 (Homo sapiens) + NEDD8-activating enzyme E1 regulatory …; calls only at 25 µM; 360,000 compounds, 0.58% hits; AID 651699, 2012; in the data active = inhibition above about 36%
# Numbers without * were called inactive; i = inactive; x = not tested or not shown; + = active, no number. Hits appear at their usual frequency; 3.9% or so of the library scored in one or more.
SMILES,PABP1 MLLE inh,Rin1 Abl inh,Rpn11 block,MT1-MMP act inh,NadD block,FAS TE block,SKN-1 block,CSN deneddyl inh,Neddyl block
Cc1ccc(N(CC(=O)N2CCCCCC2)S(C)(=O)=O)cc1,-3,2,i,1,-19,-10,18,1,i
O=C(CNC(=O)c1ccccc1F)OCC(=O)c1ccc(Cl)s1,-18,-2,i,-3,-1,-1,-3,-1,i
C=CCNC(=O)c1cccc2c1C(=O)c1ccc(N3CCOCC3)cc1S2(=O)=O,-47,-4,+,-11,-2,-11,7,17,i
COc1ccc(NC(=O)C2(C)CCN2C2Cc3ccccc3C2)cc1OC (stereo not drawn),9,-4,i,2,0,2,-1,-3,i
CCOc1ccc(NC(=O)COC(=O)c2ccc3c(c2)OCCO3)cc1,-7,1,i,1,-1,-6,-19,-1,i
C/C(CC(=O)Nc1cccc(Cl)c1Cl)=N\NC(=O)c1ccccc1Br,1,-4,i,-1,1,0,5,0,i
CC(C)c1ccc(NC(=O)CCNC(=O)N2CC(=O)Nc3ccccc32)cc1,-1,-2,i,1,-7,6,6,0,i
COc1ccc(Nc2nnc(SCC(=O)c3cc4ccccc4o3)s2)cc1,-3,-2,i,-6,4,1,-10,5,i
CC(C)=C[C@@H]1C[C@H](C)[C@H]2CC[C@H](C)c3c(O)c(O)c(C)c1c32,24,1,i,-4,3,12,6,-2,i
CC(C)C[C@H]1CNC(=O)C(=O)N1CC1CCN(CCC(C)c2ccccc2)CC1 (stereo partly drawn),4,0,i,3,-7,-14,-6,-2,i
CC(C)NC(=O)c1ccc(C(C)C)cc1,-20,2,i,-5,-7,-6,5,7,i
O=[N+]([O-])c1c(NCCCO)cc(N2CCN(Cc3ccc4c(c3)OCO4)CC2)c2nonc12,-4,-3,i,1,-11,18,13,-11,i
CC1=C(C(=O)N(C)C)CC(CC(=O)NC2CCCCC2)C(=O)N1Cc1ccc(F)cc1 (stereo not drawn),0,-1,i,1,-8,-12,-9,-8,i
N#Cc1c(NC(=O)C2CC(Cl)=CCC2C(=O)O)sc2c1CCCC2 (stereo not drawn),-1,5,i,0,-4,1,6,-13,i
O=C1c2ccccc2C(=O)N1CCCn1c2ccc(Cl)cc2c2nc3ccccc3nc21,-2,-1,i,-1,-6,-5,3,1,i
CC(=O)NC(=O)c1ccc(-c2ccc(Cl)cc2)o1,11,0,i,7,-2,-7,6,1,x
Cc1ccc2[nH]cc(/C=C/c3cc[n+](C)cc3)c2c1,-36,-130,x,-134,20,-28,-24,89,i
Cc1ccc(-n2nc3cc(Cl)c(NC(=O)c4ccco4)cc3n2)cc1,-4,-6,i,0,10,-1,1,5,i
Cc1ccc(OCCCC(=O)ON=C(N)c2ccccc2C)cc1,5,-1,i,-2,1,8,-4,1,i
Oc1cc(Cc2ccccc2)cnc1CN1CCOCC1,0,1,i,3,-1,-5,0,2,i
COC(=O)c1[nH]c2cccc(OC)c2c1NC(=O)CN1CCN(c2cccc(OC)c2)C(C)C1 (stereo not drawn),-7,-1,i,-6,0,5,4,1,+
COc1ccc(-c2csc(N(CC(C)C)C(=O)c3ccco3)n2)cc1,24,-1,i,0,-8,30,-6,-2,i
COc1cccc(/C(=N/O)C2CC2c2ccc(Cl)cc2)c1 (stereo not drawn),6,-1,i,0,-6,-3,11,-1,i
NC(Cc1cccc2nsnc12)C(=O)O (stereo not drawn),-4,-6,i,0,-2,-10,4,0,i
COCCCNc1nc2c(c(=O)[nH]c(=O)n2C)n1CCCc1ccccc1,2,-1,i,1,2,-4,-3,5,i
Cc1ccc(C(=O)O/N=C(\N)c2ccccn2)cc1Cl,-2,-3,i,-2,2,-3,5,-4,i
Clc1ncn(C23CC4CC(CC(C4)C2)C3)n1,5,-3,i,3,2,-10,26,-2,i
Cc1cccc(N2CCN(C(=O)c3ccc(-n4cncn4)c([N+](=O)[O-])c3)CC2)c1C,6,0,i,7,-2,5,10,1,i
CCOC(=O)N1CCN(S(=O)(=O)c2ccc(C(=O)N(CCN(CC)CC)c3nc4c(C)cccc4s3)cc2)CC1,-1,-1,i,-1,3,27,-3,4,i
COC(=O)c1cc(NS(=O)(=O)c2ccc(N3CCOCC3)c(N)c2)cc(C(=O)OC)c1,-10,6,i,x,0,-5,-6,-11,i
COC(=O)c1cn(C(=O)c2cc(Cl)ccc2Cl)c2ccccc12,-1,-2,i,4,-7,32,4,-1,i
CN(C)c1ccc(N2C(=NC(=O)CCC3CCCC3)SC3CS(=O)(=O)CC32)cc1 (stereo not drawn),16,-2,i,-3,-2,10,-4,-3,i
COc1cccc(NC(=O)c2oc3ccccc3c2NC(=O)C2CC2)c1,-7,0,i,5,-4,21,-9,-1,i
Cn1c2c(c(=O)n(C)c1=O)C(c1ccc(Cl)cc1)C(C#N)=C(N)O2 (stereo not drawn),5,0,i,-9,4,-3,-16,-9,i
CC(=O)c1cccc(NC(=O)/C(=C/c2ccncc2)NC(=O)c2ccccc2)c1,-8,0,i,0,7,-7,-7,0,i
O=C(Cc1c[nH]c2ccccc12)Nc1nc2ccccc2[nH]1,-22,2,i,2,10,-5,-6,0,i
C=CCNc1nc(C(=O)OCC(=O)NCc2cccc(Cl)c2)cs1,-10,2,i,-2,-3,-9,5,4,i
Cc1ccc2c(c1)NC(=O)C(CC(=O)NCCCN1CCCCC1)O2 (stereo not drawn),-10,1,i,1,1,-2,8,-6,i
COc1ccc(NC(=S)N/N=C/c2ccc(F)cc2)cc1OC,45*,5,i,2,-7,-1,4,0,i
CCC(NC(=O)NNC(N)=S)(C(F)(F)F)C(F)(F)F,-73,1,i,3,2,-7,7,-1,i
COc1ccccc1N1CC(C(=O)Nc2nnc(SCc3cccnc3)s2)CC1=O (stereo not drawn),9,-1,i,1,0,-5,-16,3,i
COc1ccc(-c2cn3cccnc3n2)cc1NC(=O)CC(C)C,-8,0,i,12,3,-6,6,-3,x
CC(C)CN(C(=O)CN(C)CC(=O)Nc1ccccc1C#N)c1c(N)n(CC(C)C)c(=O)[nH]c1=O,-11,-2,i,-8,4,-7,7,3,i
C/C(=N\NC(=O)c1cc2ccccc2cc1O)c1cccs1,-18,1,i,5,3,-2,10,1,i
O=C(COc1ccc(S(=O)(=O)NC2CCCC2)cc1)N1CCCCC1,1,2,i,1,-5,-6,-6,0,i

# A few values from above:
# COC(=O)c1cc(NS(=O)(=O)c2ccc(N3CCOCC3)c(N)c2)cc(C(=O)OC)c1 in FAS TE block has -5
# CC(=O)c1cccc(NC(=O)/C(=C/c2ccncc2)NC(=O)c2ccccc2)c1 in SKN-1 block has -7

# The list goes on:
SMILES,PABP1 MLLE inh,Rin1 Abl inh,Rpn11 block,MT1-MMP act inh,NadD block,FAS TE block,SKN-1 block,CSN deneddyl inh,Neddyl block
CCOC(=O)N1CCN(c2ccccc2O)CC1,-6,-2,i,12,-3,-2,2,2,i
COc1ccc(C2=COc3ccccc3C(=O)N2)cc1,4,2,i,2,-2,-5,15,6,i
COc1ccccc1C(O)P(=O)(OC(C)C)c1ccc(N(C)C)cc1 (stereo not drawn),-5,-3,i,-3,5,-8,15,2,i
COC(=O)CC1NCCc2cc(OC)c(OC)cc21 (stereo not drawn),4,3,i,-1,-2,-7,-4,1,i
COc1cccc(C(=O)N/N=c2\oc3c(OC)cccc3cc2C(=O)NCc2ccccc2)c1,13,-2,i,6,-8,11,3,0,i
O=C(COC(=O)/C=C/c1ccccc1Cl)NC1CCCCCC1,5,1,i,3,-5,8,1,0,i
CCCCNC(=O)/C(C#N)=C/c1cccnc1,8,7,i,0,-7,-5,2,0,i
CSc1nccc(-c2c(-c3ccc(Cl)cc3)noc2C)n1,-3,-1,i,-1,-3,29,0,0,i
CC1(C(=O)NS(C)(=O)=O)CCN1C(=O)Cc1ccc(-c2ccccc2)cc1 (stereo not drawn),11,2,i,-3,2,-7,-1,2,i
CN(C(=O)COC(=O)c1ccc(CN2CCCC2=O)cc1)c1ccccc1,-31,1,i,0,5,-6,-1,-2,i
O=C(N/N=C/c1cccc(Oc2ccccc2)c1)c1cc[n+]([O-])cc1,8,0,i,0,1,-6,7,3,i
CC(=O)Nc1ccc(NC(=O)CN(c2cccc(C(C)=O)c2)S(C)(=O)=O)cc1,-18,3,i,-2,1,-6,3,-3,i
CCc1nnc(-n2nc(C)cc2-c2ccccc2)n1N,12,1,i,4,0,-6,5,-1,i
Cc1cc(C)nc(N2C(=O)CC(Cc3ccccc3)C2=O)n1 (stereo not drawn),0,1,i,-3,1,-13,1,7,i
CC(=O)N1CCN(c2ccc(NC(=O)c3cccc(C)c3)cc2)CC1,1,0,i,3,0,-6,-11,-2,i

# Six entries picked at random from those above, as already listed:
SMILES,PABP1 MLLE inh,Rin1 Abl inh,Rpn11 block,MT1-MMP act inh,NadD block,FAS TE block,SKN-1 block,CSN deneddyl inh,Neddyl block
CN(C(=O)COC(=O)c1ccc(CN2CCCC2=O)cc1)c1ccccc1,-31,1,i,0,5,-6,-1,-2,i
CCc1nnc(-n2nc(C)cc2-c2ccccc2)n1N,12,1,i,4,0,-6,5,-1,i
O=C(COC(=O)/C=C/c1ccccc1Cl)NC1CCCCCC1,5,1,i,3,-5,8,1,0,i
COc1ccc(C2=COc3ccccc3C(=O)N2)cc1,4,2,i,2,-2,-5,15,6,i
O=C(N/N=C/c1cccc(Oc2ccccc2)c1)c1cc[n+]([O-])cc1,8,0,i,0,1,-6,7,3,i
CC(=O)N1CCN(c2ccc(NC(=O)c3cccc(C)c3)cc2)CC1,1,0,i,3,0,-6,-11,-2,i
